DENV2 CPE – inhibitors of DENV2 cytopathic effect; DENV2-infected cells, cytopathic effect rescue, plate reader; CPE inhibition, % at 9.99 µM; 350,000 compounds, 1.7% hits; in the data active = CPE inhibition above about 20%, passing the limit was not always enough; inconclusive = no clear call, values can overlap the other calls; tested in BHK-21 cells;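 also: 0% = median of neutral control wells and 100% = median of positive control wells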
miR-122 sensor – miR-122 inhibition in Huh7 cells. 340,000 compounds, 0.3% hits. activation (reporter increase), % at 12.5 µM. Huh7 miR-122 Renilla luciferase sensor, 48 h; neutral wells = 0, positive control = 100;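 active = mean replicate activation score at least 90 and every replicate individually at or above 90; inconclusive = only one of the two criteria met; inactive = neither criterion met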;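 also: higher luciferase means less miR-122 activity so hits act as miR-122 inhibitors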
ERp5 block – ERp5 (human) disulfide isomerase inhibition. ERp5 insulin aggregation, absorbance 650 nm, 90 min. inhibition, % at 9.99 µM. 350,000 compounds, 0.05% hits. AID 651711;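 active = mean replicate inhibition above about 25%, with every replicate also reaching it, limit read from the data, passing the limit was not always enough; inconclusive = only one of those two criteria met; inactive = neither criterion met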
Target sequence (Q15084 whole entry, looked up): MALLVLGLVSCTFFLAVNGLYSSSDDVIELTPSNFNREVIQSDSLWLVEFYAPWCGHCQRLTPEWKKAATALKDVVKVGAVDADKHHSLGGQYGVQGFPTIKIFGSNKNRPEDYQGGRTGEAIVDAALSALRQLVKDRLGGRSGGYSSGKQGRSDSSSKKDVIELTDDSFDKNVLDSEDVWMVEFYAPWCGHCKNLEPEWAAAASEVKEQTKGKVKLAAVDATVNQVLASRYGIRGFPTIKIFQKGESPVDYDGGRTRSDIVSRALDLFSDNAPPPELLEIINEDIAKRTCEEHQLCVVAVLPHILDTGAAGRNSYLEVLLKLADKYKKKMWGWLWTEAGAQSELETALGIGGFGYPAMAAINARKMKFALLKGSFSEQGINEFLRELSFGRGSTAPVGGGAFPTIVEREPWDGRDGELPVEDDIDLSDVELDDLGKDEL
ERAP1 HTS inh – inhibitors of human ERAP1 aminopeptidase. recombinant ERAP1, Leu-AMC fluorescence, 60 min. inhibition, % at 10.7 µM. 340,000 compounds, 0.15% hits;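 active = mean replicate inhibition of at least 30%, or all replicates individually reaching that 30% level; inactive = mean below 30% and not every replicate reaching it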;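 also: 0% = neutral control wells and 100% = L-leucinethiol positive control wells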
CFTR F508del cor – CFTR F508del correction in bronchial cells; CFBE cells, YFP halide quenching; stimulated with forskolin plus potentiator P3; % fluorescence drop versus neutral controls; activity (quench increase), % at 7.58 µM; 350,000 compounds, 0.36% hits;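 active = mean added fluorescence quench of at least 8% versus neutral control, with both replicates also reaching 8%; inconclusive = only one of the mean or replicate conditions met; inactive = mean below 8% and not both replicates reaching 8%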;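 also: cells transiently co-express mutant CFTR-F508del with the halide-sensitive YFP; corrector assay measuring rescue of mutant channel to the surface after 24 h compound exposure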
SIRT5 inh – inhibitors of human sirtuin-5 desuccinylase; 330,000 compounds, 1.1% hits; inhibition, % at 15 µM; AID 652115; Purified SirT5, succinyl-peptide AMC, trypsin-coupled fluorescence; in the data active = inhibition above about 15%; inconclusive = no clear call, values can overlap the other calls
Target sequence (Q9NXA8 whole entry, looked up): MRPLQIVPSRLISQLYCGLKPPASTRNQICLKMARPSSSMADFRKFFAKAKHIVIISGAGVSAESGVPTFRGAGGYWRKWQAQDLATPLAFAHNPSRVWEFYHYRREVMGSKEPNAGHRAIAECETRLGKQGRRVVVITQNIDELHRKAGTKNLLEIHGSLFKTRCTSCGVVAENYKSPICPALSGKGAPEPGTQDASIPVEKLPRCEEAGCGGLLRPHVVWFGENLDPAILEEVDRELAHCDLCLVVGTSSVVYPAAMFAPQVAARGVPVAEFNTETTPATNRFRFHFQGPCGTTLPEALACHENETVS
CASP6 VEID inh – caspase-6 (human) enzyme inhibition | purified caspase-6, Z-VEID-R110 cleavage fluorescence | inhibition, % at 12.5 µM | 350,000 compounds, 0.53% hits;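 active = mean inhibition across replicates at least about 35%, with every replicate also reaching that limit, limit read from the data; inconclusive = only one of the two criteria met; inactive = neither criterion met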;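 also: 0% = median of neutral control wells and 100% = no fluorescence left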
* hit, by the source's call; ? = inconclusive; . = not tested or not shown; [ ] = another dose, or the depositor's remark.

Structure	DENV2 CPE	miR-122 sensor	ERp5 block	ERAP1 HTS inh	CFTR F508del cor	SIRT5 inh	CASP6 VEID inh
O=C(C1=C[C@@H](c2coc3ccccc3c2=O)C[C@@H](OCc2ccc(CO)cc2)O1)N1CCN(Cc2ccccc2)CC1	1	-3	0	5	-1.3	0	2
CCC(=O)NC[C@H]1[C@@H](c2ccc(C3=CCCC3)cc2)[C@H](CO)N1C(C)=O	-8	-6[16.7 µM]	-2	1	2.1	0	1
Cc1c(C(=O)O)c(=O)n(-c2ccccc2)n1-c1ccccc1	-2	-9	6	-1	2.2	1	0
CCCCNC(=O)C(C)N(CCN(C)C)C(=O)CCCCCN1C(=O)NC(c2ccc(Cl)cc2)C(C(=O)OCc2ccccc2)=C1C (stereo not given)	-12	.	7	-5	3.9	-3	-23
Cc1ccc(/C=C2\SC(N3CCCC3)=NC2=O)cc1	1	.	2	8	.	1	1
CN1CCN(C(=O)C2=C[C@@H](c3ccc(C(F)(F)F)cc3)C[C@@H](OCCCCO)O2)CC1	10	-4	5	3	-7.8	-3	-4
CCOC(=O)c1c(C)nc2c(c1-c1ccc(OC)c(OC)c1)C(=O)c1ccccc1-2	-2	-3	2	6	-3.9	-7	-1
CCCN1[C@@H]2c3ccc(C4=CCCCC4)c(=O)n3C[C@H]1[C@H](CO)[C@H]2C(=O)N1CCc2ccccc2C1	-3	.	-4	-3	.	-9	0
Cc1ccccc1-c1cc2nc(-c3ccc([N+](=O)[O-])cc3)cc(=O)n2[nH]1	?	.	-1	-3	0.7	1	0
CCOC(=O)c1ccc(Nc2nc(C)nc3c2nnn3Cc2ccccc2)cc1	5	-1	4	3	-0.9	-2	-2
CNC[C@H]1Oc2ccc(NC(=O)Nc3cccc4ccccc34)cc2CC(=O)N([C@@H](C)CO)C[C@@H]1C	8	1[16.7 µM]	6	6	-6.1	4	0
O=C(c1cccc(F)c1)N1CC[C@@H]2[C@H](CO)Nc3ccc(-c4ccccc4)cc3[C@@H]21	-24	.	-6	0	4.3	2	-3
Cc1cccc(NC(=O)COc2ccc(/C=C\c3[nH]c(=O)[nH]c(=O)c3[N+](=O)[O-])cc2)c1	-11	.	4	3	-0.7	6	3
O=C(CCC1CCCCC1)Nc1nccs1	.	1	-1	-4	0.2	-2	-5
CCOC(=O)c1noc2c1CCC2	-18	.	-9	.	0.7	-2	-2
C[C@H](CO)N1C[C@H](C)[C@@H](CN(C)C(=O)Nc2ccc(F)cc2)Oc2ccc(NS(=O)(=O)c3ccccc3)cc2CC1=O	7	2[16.7 µM]	0	-1	-1.8	0	0
Cc1cccc(C)c1NC(=O)CNC(=O)c1ccccc1OCc1ccccc1	-10	-1	3	-5	0.4	-3	2
Cc1c(NC(=O)COC(=O)c2ccccc2Cl)c(=O)n(-c2ccccc2)n1C	-5	.	-3	6	1.2	-3	0
O=C(C=Cc1cccs1)c1ccc(Cl)s1	1	.	5	-2	-2.0	3	2
CO[C@H]1CN(C)C(=O)c2cc(NC(C)=O)ccc2OC[C@@H](C)N(C(=O)c2cnccn2)C[C@H]1C	0	.	1	.	2.8	-11	.
CC(C)CC#Cc1ccc([C@@H]2[C@@H](CO)N3C(=O)CN(S(=O)(=O)c4cccc(F)c4)C[C@@H]23)cc1	-6	.	-2	-5	0.9	2	3
CN1c2ccc(-c3cccc(F)c3)cc2[C@@H]2[C@@H](CCN2C(=O)Cc2cccnc2)[C@@H]1CO	-12	0[16.7 µM]	1	1	-0.3	1	3
O=C(COC(=O)CNC(=O)c1ccccc1)Nc1ccccc1Cl	2	-6	0	1	-1.1	2	1
COc1ccc(CN2CCN(C(=O)c3ccccc3C(=O)c3ccccc3)CC2)cc1OC	1	-2	1	-1	1.7	-1	-1
O=C(COC(=O)c1ccc(F)cc1)Nc1ccc2c(c1)OCO2	-11	-1	7	-5	.	-2	-3
C=CCOc1ccc(/C=C2\SC(=S)N(CCC(=O)O)C2=O)cc1	-5	-3	0	8	-0.9	8	5
O=C(Nc1c(Cl)ccc2nsnc12)c1ccc([N+](=O)[O-])o1	10	-8	-4	2	-0.8	2	15
C[C@@H]1CN([C@H](C)CO)C(=O)c2cccc(NS(=O)(=O)c3ccc(F)cc3)c2O[C@@H]1CN(C)Cc1ccc2c(c1)OCO2	0	-7[16.7 µM]	0	-2	-2.4	-1	0
O=C(Nc1ccc2nc3n(c(=O)c2c1)CCCC3)c1cncc(Br)c1	0	.	-1	1	0.9	.	2
CCCNC(=O)C[C@H]1CC[C@@H]2[C@H](COC[C@@H](O)CN2C(=O)Nc2c(C)noc2C)O1	-4	1[16.7 µM]	0	-1	-2.2	4	1
Cc1onc(-c2ccccc2)c1C(=O)Nc1ccc(Br)cc1Cl	2	7	-1	0	4.0	-2	1
COc1ccccc1N(CC(=O)NCc1ccco1)C(=O)CCC(=O)Nc1ccccn1	2	.	6	2	0.5	10	-3
COCC#Cc1ccc2c(c1)O[C@H](CN(C)C(=O)Nc1ccccc1F)[C@H](C)CN([C@@H](C)CO)S2(=O)=O	7	-6[16.7 µM]	0	4	3.2	1	-2
CN(C)C(=O)c1cccc(-c2ccc([C@@H]3[C@@H](C#N)N(C(=O)C4CCCC4)[C@H]3CO)cc2)c1	9	.	2	4	-2.7	4	-1
CN(C)C(=O)C[C@@H]1CC[C@H]2[C@@H](COc3ccc(NC(=O)C4CCCCC4)cc3C(=O)N2C)O1	10	0[16.7 µM]	22	2	0.5	1	-1
CO[C@@H]1CN(C)C(=O)c2cc(NC(=O)Cc3ccccc3)ccc2OC[C@H](C)N(C(C)=O)C[C@H]1C	2	.	7	3	1.1	-5	1
COc1ccc(OCc2cn3c(C)cc(C)nc3n2)cc1	1	-1	-12	-3	.	-2	-1
COCC(=O)N[C@@H]1CC[C@H](CC(=O)NCc2ccc(Cl)cc2)O[C@H]1CO	3	.	16	-3	1.5	8	1
CCOc1ccc(/C=C2\SC(=S)N(N3C(=O)C4CC4C3=O)C2=O)cc1 (stereo not given)	5	.	4	-2	.	-4	4
CO[C@@H]1CN(C)C(=O)c2ccc(NC(=O)C3CC3)cc2OC[C@H](C)N(Cc2ccncc2)C[C@@H]1C	2	.	-1	-7	-0.9	-1	-2
COc1cccc(-c2ccc3n(c2=O)C[C@@H]2[C@@H](CO)[C@H](C(=O)NC4CCC4)N[C@H]32)c1	13	-1[16.7 µM]	-6	6	-1.5	-20	0
CCCSc1nc2sc3c(c2c(=O)[nH]1)CC(C)(CC)OC3 (stereo not given)	-7	3	1	2	-1.5	0	-2
CCOC(=O)c1c(S(=O)(=O)NCC(=O)Nc2ccc(C)cc2)c(C)n(C)c1C	5	3	0	2	-2.9	-2	2
COc1ccc(S(=O)(=O)Nc2ccc3c(c2)C(=O)N([C@H](C)CO)C[C@@H](C)[C@H](CN(C)S(=O)(=O)c2cccs2)OCCCC[C@H](C)O3)cc1	3	-4[16.7 µM]	3	4	-3.1	14	0
C[C@@H]1CN([C@@H](C)CO)C(=O)c2cccc(NC(=O)C3CCCCC3)c2O[C@H]1CN(C)Cc1ccc(C(F)(F)F)cc1	-2	52[16.7 µM]	0	0	-4.3	6	1
CC1CN(Cc2ccccc2)C(=O)NC1=O (stereo not given)	2	.	-11	5	-0.4	.	-6
COc1ccc(CC(=O)N2CCN=C2SC)cc1	-2	.	4	1	1.0	.	-1
N#Cc1ccc(-c2ccc3c(c2)[C@@H]2[C@@H](CCN2C(=O)c2ccc(F)cc2)[C@@H](CO)N3)cc1	-19	-7[16.7 µM]	.	.	5.4	.	.
Cc1cc(NS(=O)(=O)c2ccc(NC(=O)C(C)Oc3cc(C)c(Cl)c(C)c3)cc2)no1 (stereo not given)	8	-1	2	1	-3.4	-2	3
CN(C)CC(=O)N1[C@H](C#N)[C@@H](c2ccc(-c3cccc(C(=O)N(C)C)c3)cc2)[C@@H]1CO	1	.	5	-1	-4.9	-2	-3
CCc1ccc(C(C(=O)NC2CCCC2)N(C(=O)c2csnn2)C2CC2)cc1 (stereo not given)	1	.	1	1	1.3	-1	5
O=C1CN(S(=O)(=O)c2ccccc2)C[C@H]2[C@H](c3ccc(C#CCc4ccccc4)cc3)[C@@H](CO)N12	-12	.	-8	0	0.8	6	0
Cc1cc(C)c(C#N)c(SCC(=O)NC(C)(C)C)n1	1	6	-2	2	0.5	1	0
CC(C)NC(=O)N1C[C@@H]2[C@H](c3ccccc31)[C@H](CO)N2C(=O)Nc1cccc(F)c1	17	0[16.7 µM]	1	-2	-0.2	-2	1
CC1(C)CC(NC(=O)COc2cc3oc(=O)c4c(c3cc2Cl)CCC4)CC(C)(C)N1	2	-1	-3	2	0.4	1	-2
Cc1noc(C)c1CSCC(=O)N(C)CC(=O)Nc1ccccc1C(F)(F)F	7	0	-4	2	-0.9	-1	3
Cc1ccccc1C(NC(N)=O)c1ccccc1 (stereo not given)	.	-1	1	-5	-3.3	-4	0
Cc1nc(NC(=O)C(C)(C)C)sc1C(=O)Cn1cc(-c2ccc(C(C)(C)C)cc2)nn1	9	.	-3	-1	1.5	-4	-4
CCC(=O)Nc1cccc(C2=NN(c3ccccc3)C(c3ccc(OC)cc3)C2)c1 (stereo not given)	-2	11	0	-3	0.6	-8	-1
COc1ccc(-c2noc(-c3cccc(OC)c3OC)n2)cc1OC	1	-1	3	5	0.8	.	-2

(continued)
Structure	DENV2 CPE	miR-122 sensor	ERp5 block	ERAP1 HTS inh	CFTR F508del cor	SIRT5 inh	CASP6 VEID inh
C[C@H](CO)N1C[C@H](C)[C@H](CN(C)C(=O)NC2CCCCC2)Oc2ccc(NC(=O)C3CCCCC3)cc2C1=O	-3	0[16.7 µM]	-4	4	-0.4	5	-4
CSc1ccc(CN(C)C(=O)c2cc(Cl)c3c(c2)OCCO3)cc1	2	-5	-1	-9	-0.3	-1	-9
COc1cccc(C(=O)Nc2ccc3c(c2)OC[C@@H](C)N(C(=O)C2CCCCC2)C[C@@H](C)[C@H](OC)CN(C)C3=O)c1	16	.	-2	0	-1.1	3	4
COc1ccc(NC(=O)N(Cc2cc3cc(OC)c(OC)cc3[nH]c2=O)CC2CCCO2)cc1 (stereo not given)	1	.	6	3	-3.9	4	4
CCOC(=O)c1ccc(S(=O)(=O)N2CC(=O)Nc3ccccc32)cc1	3	12	3	0	2.8	1	1
Cc1noc(C)c1NC(=O)Nc1ccc2c(c1)C(=O)N([C@H](C)CO)C[C@@H](C)[C@H](CN(C)S(=O)(=O)c1ccc(Cl)cc1)OCCCC[C@H](C)O2	-5	1[16.7 µM]	7	1	-1.5	11	-3
Cc1cc(C)nc(NS(=O)(=O)c2ccc(N)cc2)n1	-1	-3	-7	-1	-2.1	-3	.

Screening results from PubChem.
